# CHRM4 antagonist = antagonists of human muscarinic M4 receptor (CHRM4). CHO-hM4 cells, ACh EC80, Fluo-8 calcium fluorescence. inhibition, % at 3 µM. 360,000 compounds, 0.73% hits. AID 624125;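 active = inhibition above its plate's cutoff, the mean inhibition of sample wells plus 3 SD, cut at about 27% in these data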;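 also: 0% = acetylcholine EC80 with DMSO and 100% = DMSO without agonist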
# CHRM5 PAM = CHRM5 positive allosteric modulation | P08912 | activation, % at 3 µM | AID 624038 | 360,000 compounds, 0.3% hits | CHO-K1 hM5, Fluo-8 calcium, ACh EC20 PAM; 0% = ACh EC20, 100% = ACh EC100;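 active = activation above the run cutoff, the mean activation of all test compounds plus 3 SD, cut at about 18% in these data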
#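 System: CHO-K1 hM5 cells. Reagent: acetylcholine, EC20 level. Compound dosing: single dose, 3 µM nominal final test concentration. Timing: Post-acetylcholine fluorescence recording 140 s. Detection: Fluo-8 calcium fluorescence. Read-out: % activation, ACh-normalized. Benchmarks: ACh EC20 and EC100 wells. Repeats: singlicate, one well per test compound.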
# M5 antag = CHRM5 antagonism in calcium assay; inhibition, % at 3 µM; 360,000 compounds, 0.59% hits; CHO-hM5 cells, Fluo-8 calcium fluorescence, ACh EC80; AID 624040; P08912;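 active = inhibition above a per-plate cutoff, the mean of that plate's test compounds plus 3 SD, cut at about 27% in these data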;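 also: 0% = acetylcholine EC80 with DMSO and 100% = DMSO without agonist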
# CRFR2-BP antag = antagonists of CRF-binding protein/CRF-R2 receptor complex; AID 588475; 350,000 compounds, 0.59% hits; HEK293 CRF-R2/CRF-BP, CRF-induced calcium fluorescence; inhibition, % at 11.8 µM;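 active = inhibition of the ligand-induced calcium signal above about 50% at the single tested concentration, limit read from the data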
# CHRM5 agonist = CHRM5 agonism in calcium assay. P08912. 360,000 compounds, 0.19% hits. CHO-K1 hM5 cells, Fluo-8 calcium fluorescence; 0% DMSO wells, 100% maximal acetylcholine response. activation, % at 3 µM;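 active = activation above the run's mean over test compounds plus 3 SD, cut at about 23% in these data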;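 also: signal is peak over basal fluorescence ratio across the kinetic read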
# M4 ag = CHRM4 agonism in calcium assay. CHO-K1 hM4/Gqi5, Fluo-8 calcium fluorescence; vehicle 0%, full acetylcholine response 100%. activation, % at 3 µM. 360,000 compounds, 0.14% hits. AID 624127;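 active = activation above the run mean over all test wells plus 3 SD, cut at about 32% in these data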;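 also: peak over basal fluorescence ratio per well then scaled between controls; 0% = DMSO wells and 100% = acetylcholine at EC100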
# CRFBP-R2 agonist = agonists of human CRF-binding protein/CRF-R2 receptor complex. 350,000 compounds, 0.46% hits. activation, % at 13.2 µM. HEK293 CRF-R2/CRF-BP, calcium dye fluorescence (FLIPR); percent of saturating CRF peptide response. AID 588473;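 active = activation of at least 50%, plus an integration ratio under a set limit after plate pattern correction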;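 also: plate controls were neutral control wells without compound for no effect and CRF at EC100 for full effect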
# IDE cell inh = inhibitors of human insulin-degrading enzyme in cells; P14735; HEK cells, FAbetaB cleavage, fluorescence polarization; inhibition, % at 5.59 µM; 320,000 compounds, 0.41% hits; AID 434962;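 active = percent inhibition above the average of all tested compounds plus 3 SD, set per screening campaign, cut at about 16% in these data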;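 also: IDE supplied by intact live HEK cells; FP after avidin binding of uncleaved biotin substrate so inhibition keeps polarization high; 0% = DMSO wells and 100% = 60 µM reference IDE inhibitor Ii1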
# Target sequence (P14735 whole entry, looked up): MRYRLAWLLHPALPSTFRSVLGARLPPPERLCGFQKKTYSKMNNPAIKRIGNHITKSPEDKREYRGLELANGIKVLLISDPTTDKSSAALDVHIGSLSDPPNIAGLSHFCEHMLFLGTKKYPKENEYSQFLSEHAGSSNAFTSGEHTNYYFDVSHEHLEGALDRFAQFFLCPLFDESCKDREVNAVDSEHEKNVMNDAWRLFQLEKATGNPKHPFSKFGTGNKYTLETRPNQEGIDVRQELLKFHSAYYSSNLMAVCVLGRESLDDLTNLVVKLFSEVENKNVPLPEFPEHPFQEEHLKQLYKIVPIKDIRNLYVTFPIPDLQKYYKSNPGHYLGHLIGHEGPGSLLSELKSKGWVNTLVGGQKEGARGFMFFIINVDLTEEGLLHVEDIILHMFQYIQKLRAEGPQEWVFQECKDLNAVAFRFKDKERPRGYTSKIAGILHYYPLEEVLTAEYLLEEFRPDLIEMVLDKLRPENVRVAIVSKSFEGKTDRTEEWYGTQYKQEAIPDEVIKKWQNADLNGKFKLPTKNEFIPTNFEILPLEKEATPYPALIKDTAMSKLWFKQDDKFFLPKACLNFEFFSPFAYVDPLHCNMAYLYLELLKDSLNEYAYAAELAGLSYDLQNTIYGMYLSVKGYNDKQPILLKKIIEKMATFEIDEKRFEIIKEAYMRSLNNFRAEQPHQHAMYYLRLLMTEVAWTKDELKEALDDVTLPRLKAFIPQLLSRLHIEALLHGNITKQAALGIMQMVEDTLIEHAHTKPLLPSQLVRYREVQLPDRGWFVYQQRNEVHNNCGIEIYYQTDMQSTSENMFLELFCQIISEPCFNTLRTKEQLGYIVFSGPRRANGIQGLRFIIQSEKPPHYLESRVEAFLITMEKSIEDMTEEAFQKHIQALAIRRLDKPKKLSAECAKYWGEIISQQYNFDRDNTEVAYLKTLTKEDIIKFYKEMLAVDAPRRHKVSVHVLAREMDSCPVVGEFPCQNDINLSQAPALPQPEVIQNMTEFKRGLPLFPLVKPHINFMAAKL
# M4 PAM = potentiates acetylcholine response at human M4 receptor; CHO-K1 hM4/Gqi5, Fluo-8 calcium fluorescence, ACh EC20; 0% = ACh EC20, 100% = maximal ACh; activation, % at 3 µM; 360,000 compounds, 0.4% hits; AID 624126; P08173;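 active = activation above its plate's cutoff, the mean activation of sample wells plus 3 SD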; also: some results filed as inactive read as strong as hits
# Active calls of the source: *; x = not tested or not shown.
SMILES,CHRM4 antagonist,CHRM5 PAM,M5 antag,CRFR2-BP antag,CHRM5 agonist,M4 ag,CRFBP-R2 agonist,IDE cell inh,M4 PAM
COc1ccccc1N(CC(O)COc1ccccc1C)S(=O)(=O)c1ccccc1 (stereo unspecified),-3,2,-2,5,1,0,-1.3,0,5
COc1ccc(CNc2nc3ccccc3n2Cc2ccc(C)cc2)cc1OC,11,1,-1,0,-1,2,-1.3,2,-3
CC(NC(=S)NCc1ccc(F)cc1)C12CC3CC(CC(C3)C1)C2 (stereo unspecified),4,-8,10,-18,-2,1,15,-4,-10
COC(=O)C1=C[C@@H](C(=O)OC)[C@@H]2C3=C(C(=O)[C@]2(C)NC(=O)c2ccccc2)[C@H](C)n2c(=O)n(-c4ccccc4)c(=O)n2[C@@H]3C1,-4,-4,21,11,-3,2,0.3,6,8
O=C(N/N=C/c1ccco1)C12CC3CC(CC(C3)C1)C2,4,-7,-2,-1,-1,1,-0.7,-1,-4
O=C(NCC1COc2ccccc2O1)C1CCCN(S(=O)(=O)c2cccc3cccnc23)C1 (stereo unspecified),-25,-4,-3,-13,3,7,-4.2,0,-4
CCc1cc2c3c(c1)/C(=C1/SC(N)=NC1=O)C(=O)N3C(C)(C)C=C2C,-5,10,-8,3,6,-1,0.0,-2,28
O=C(CNC(=O)c1ccccc1F)c1ccc(Br)cc1,-9,2,-1,-14,-3,2,-6.5,1,-1
NS(=O)(=O)c1ccc(NC(=S)N2CCN(Cc3ccc(Cl)c(Cl)c3)CC2)cc1,13,5,-1,-70,-10,2,0.1,2,-3
NS(=O)(=O)c1cc(C(=O)OCC(=O)Nc2ccc3[nH]c(=O)[nH]c3c2)ccc1Cl,-1,-1,-4,-12,3,0,-0.3,-4,1
NC(=O)c1nsc(C(=O)N(c2cccc(F)c2)C(C(=O)NC2CCCC2)c2ccco2)c1N (stereo unspecified),7,0,21,5,0,1,-0.8,1,-5
COCCn1nnnc1C(C(C)C)N(Cc1cccnc1)Cc1ccccc1Cl (stereo unspecified),-9,-15,7,16,-7,-1,0.6,0,3
CC(=O)c1ccc(OCC(=O)NC2CCCCCC2)cc1,-9,-16,6,-2,-6,2,3.2,-1,3
CC(C)CCNC(=O)C1CCN(S(=O)(=O)c2ccc3c(c2)CC(C)N3C(=O)C2CCC2)CC1 (stereo unspecified),10,-5,7,-2,-3,0,-0.4,1,2
CCC(CC)NC(=O)c1ccc2c(c1)OCCO2,5,7,-4,-10,-5,-1,1.9,3,-2
COCCn1c(SCC(=O)N2CCCCC2)nc2c([nH]c3ccccc32)c1=O,-12,1,-3,-4,-4,5,0.6,1,4
CCCCOC(=O)C1=C(C)NC(=O)NC1c1ccccc1 (stereo unspecified),-12,9,6,5,-5,2,-3.8,5,5
CCOC(=O)c1cccc(S(=O)(=O)N2CCCC2)c1,4,6,-6,-11,-2,0,2.1,3,-1
OCC1OCOC2C(CO)OCOC12 (stereo unspecified),-16,2,-3,10,2,2,-1.5,x,3
COCCn1c(SCC(=O)NC2CC2)nnc1-c1ccc(Cl)cc1,-23,2,-2,0,-1,0,2.2,3,14
Cc1cc(C)nc(SCC(=O)Nc2ccc(Br)cn2)n1,2,3,-9,8,-5,0,0.6,-1,-3
CCCCCC(=O)N1C[C@H](O)[C@@H](n2cc(C3CC3)nn2)C[C@@H]1c1ccc(Cl)cc1,-9,0,3,9,0,3,1.3,x,0
O=C1CC2(CC(c3ccc(Cl)cc3)=NO2)C(=O)N1c1ccccc1 (stereo unspecified),4,-8,11,1,0,10,0.1,15,-16
CSCCOC(=O)COc1ccc(/C=N/NC(=O)c2c(Cl)cnn2C)cc1,1,3,-9,-2,7,4,1.7,-4,-8
Cc1ccnc2nc(C(=O)OCC(=O)Nc3ccc4c(c3)OC(F)(F)O4)nn12,-9,5,-6,13,3,2,-1.0,-7,2

# Reprinted at random: 4 records from the list
SMILES,CHRM4 antagonist,CHRM5 PAM,M5 antag,CRFR2-BP antag,CHRM5 agonist,M4 ag,CRFBP-R2 agonist,IDE cell inh,M4 PAM
COc1ccccc1N(CC(O)COc1ccccc1C)S(=O)(=O)c1ccccc1 (stereo unspecified),-3,2,-2,5,1,0,-1.3,0,5
COC(=O)C1=C[C@@H](C(=O)OC)[C@@H]2C3=C(C(=O)[C@]2(C)NC(=O)c2ccccc2)[C@H](C)n2c(=O)n(-c4ccccc4)c(=O)n2[C@@H]3C1,-4,-4,21,11,-3,2,0.3,6,8
CC(=O)c1ccc(OCC(=O)NC2CCCCCC2)cc1,-9,-16,6,-2,-6,2,3.2,-1,3
CCCCOC(=O)C1=C(C)NC(=O)NC1c1ccccc1 (stereo unspecified),-12,9,6,5,-5,2,-3.8,5,5

# Other compounds
SMILES,CHRM4 antagonist,CHRM5 PAM,M5 antag,CRFR2-BP antag,CHRM5 agonist,M4 ag,CRFBP-R2 agonist,IDE cell inh,M4 PAM
CCc1n[nH]c(=S)n1/N=C/c1c(O)ccc2ccccc12,-4,3,-7,2,5,1,-0.9,0,1
Cc1cc(=O)[nH]c(SCC(=O)NC(c2ccccc2)c2ccccc2)n1,-11,11,-4,9,2,-1,-1.4,2,6
OCC(O)[C@@H](O[C@H]1O[C@H](CO)[C@@H](O)[C@H](O)[C@H]1O)[C@H](O)[C@@H](O)CO (stereo partly specified),-1,-3,-5,6,1,0,0.3,3,-6
CCN(CC(=O)Nc1ccc2c(c1)OCCO2)C(=O)CCOc1ccccc1,0,-1,6,4,3,2,-0.6,3,6
COc1ccc(C(=O)c2cnc[nH]2)cc1OC,-7,5,-1,-16,3,0,0.1,-4,17
CCN1CCN(c2c(Cl)cccc2NC(=O)c2ccc([N+](=O)[O-])cc2)CC1,7,-2,10,-3,-5,0,-0.3,-3,-7
Cc1ccc(C)c(OC(=O)CN2C(=O)c3ccccc3C2=O)c1,-14,-6,-9,2,-7,1,-3.4,-3,0
COc1ccccc1C(=O)N/N=C/C(C)=C/c1ccccc1,2,-8,8,-10,-3,2,1.1,2,-4
CCN(Cc1ccccc1)c1ccccc1,0,2,-3,6,3,1,-1.8,x,1
COC(=O)c1ccccc1Sc1c(/C=N/OC(=O)c2ccccc2)c(C(F)(F)F)nn1C,16,-9,6,2,-3,1,4.6,1,4
COc1ccc2nc(NC(=O)CCN3C(=O)c4ccccc4C3=O)sc2c1,19,-10,6,-24,-1,7,-3.8,12,-12
COC1=Nc2ccccc2N2CCN=C12,6,-6,7,x,1,0,x,x,4
CCOc1ccc(C(=O)NCCO)cc1,3,-3,6,-11,-1,0,-2.7,-4,0
O=C(NCC(c1ccco1)N1CCCCC1)c1ccc(NS(=O)(=O)c2ccc(F)cc2)cc1 (stereo unspecified),14,-10,11,0,-6,2,-0.7,-6,-9
CCn1c(CNC(=O)c2ccc(OC)c(OC)c2)nnc1SCC(=O)Nc1ccccc1,5,-3,-1,24,-2,0,-2.9,0,-2
COc1ccccc1-c1cc(C(=O)Nc2cc(C)nn2-c2ccccc2)no1,-15,6,-1,16,-1,0,-0.4,4,25
O=C(O)c1ccoc1CN1CCCCC1,2,4,-1,4,-1,0,-1.2,2,1
COc1ccccc1NC(=O)NCCc1c[nH]c2ccccc12,-1,-7,8,-4,-2,5,1.1,4,4
COc1ccc(-c2c(-c3cc(OC)cc(OC)c3)sc3ccc(OC)cc23)cc1,2,0,16,-4,0,0,7.8,1,12
COc1ccc2c(c1)CC/C(=C/c1cc(OC)c(OC)c(OC)c1)C2=O,9,-1,4,3,0,3,0.5,2,-9
COc1cc(NC2c3ccccc3C(=O)N2c2ccc(C)cn2)cc(OC)c1OC (stereo unspecified),-2,-4,2,-3,0,9,-1.9,-5,-2
COC(=O)CCC(=O)N1CCc2cc(S(=O)(=O)N3CCc4ccccc43)ccc21,-3,-1,-2,-2,-4,6,3.5,2,-2
COc1cccc(NC(=O)C23CCC(C)(C(=O)O2)C3(C)C)c1 (stereo unspecified),4,2,-4,-6,-2,0,0.4,4,0
Cc1cc(=O)n2nc(N3CCCC(C(=O)NCc4ccc(Cl)cc4)C3)sc2n1 (stereo unspecified),11,-2,6,-1,-4,1,-0.9,0,-6
COCCOc1cc(N)c(Cl)cc1Cl,2,-1,5,1,-4,1,-0.8,-4,-1

# (listing goes on)
SMILES,CHRM4 antagonist,CHRM5 PAM,M5 antag,CRFR2-BP antag,CHRM5 agonist,M4 ag,CRFBP-R2 agonist,IDE cell inh,M4 PAM
Cc1cccc(CN2CCC(C(=O)Nc3ccc(-n4nc(C)cc4C)cc3)CC2)n1,-7,3,-3,0,-4,2,-1.8,8,2
COc1ccc(C2=C(C=C(C#N)C#N)C(c3ccccc3C)c3ccccc3O2)cc1OC (stereo unspecified),-14,-7,-5,-7,-6,-1,0.8,-1,1
Cc1oc(-c2ccccc2Cl)nc1CSc1nc2c(c(=O)[nH]1)CCCC2,-10,2,0,-10,5,-1,0.8,2,8
CC(=O)Nc1cccc(NC(=O)CSc2nc3c(=O)n(C)c(=O)n(C)c3n2C)c1,-7,11,-13,3,-1,1,0.3,-1,4
Nc1ccc2c(c1)C1(CCC2)NC(=O)NC1=O (stereo unspecified),-22,3,-2,-9,0,2,1.9,x,6
O=C(/C=C/c1ccccc1)COC(=O)c1ccccc1,-11,7,8,-2,5,4,-4.0,x,3
O=C(COC(=O)CCC1CCCC1)NCc1ccc(Cl)cc1,-7,3,2,13,0,0,0.3,-5,1
O=C(CN1CCCC1)NC(=O)NC1CCCC1,1,7,-2,-6,0,0,-0.4,3,-1
CCn1c(SCC(=O)NC(C)C(C)C)nc2cc(S(=O)(=O)N3CCOCC3)ccc21 (stereo unspecified),3,-3,3,4,-4,2,-1.4,9,-3
N#CCC(=O)Nc1ccc(C(=O)OCC(=O)NC(=O)NCc2ccco2)cc1,3,-10,18,-4,6,0,1.1,8,2
Cc1cc(C(=O)NNC(C)Cc2ccccc2)no1 (stereo unspecified),-2,-4,3,-22,0,0,3.6,x,1
Cc1cc(NC(=O)COC(=O)COc2ccc(Cl)c(C)c2)no1,-11,-1,-6,4,1,5,0.7,x,-2
CN(C)CCCN(C(=O)c1ccc(C(=O)c2ccccc2)cc1)c1nc2cc3c(cc2s1)OCO3,0,3,2,-34,-6,9,2.5,6,5
COc1ccc(CNC(=O)c2sc(=O)n(Cc3ccc(C)cc3)c2C)cc1OC,3,-7,4,x,7,7,x,x,1
C[C@@H]1CN([C@H](C)CO)C(=O)CCCn2cc(nn2)CO[C@H]1CN(C)C(=O)Nc1ccc(C(C)(C)C)cc1,-2,11,-7,x,0,2,x,x,10
COc1ccc(-c2nn(-c3ccccc3)cc2CNC[C@H]2O[C@@H](n3cnc(C(N)=O)n3)[C@H](O)[C@@H]2O)cc1,-8,5,-9,-1,-1,0,0.5,x,2
CC(C(=O)NC(=O)NC1CCCCC1)N1CCN(C(c2ccccc2)c2ccccc2)CC1 (stereo unspecified),37*,-8,8,-34,-4,-1,-1.6,2,-27
Cc1cccc(C)c1NC(=O)CS(=O)CC(=O)Nc1ccc(F)cc1F (stereo unspecified),-1,-2,0,6,1,1,-0.5,-2,3
O=C(Cc1ccccc1)N/N=C/c1ccc2c(c1)OCO2,-6,1,4,18,0,0,-1.1,1,0
CN(C)CCNC(=O)c1ccc(COc2ccc(Cl)cc2Cl)cc1,12,-7,1,-8,-5,7,16,12,-15
Cc1nn(-c2ccccc2)c(Cl)c1/C=N\NC(=O)c1cncc(Br)c1,9,-2,5,1,-2,1,-1.1,-1,1
